# Compound activity: PubChem BioAssay, Southern Research Specialized Biocontainment Screening Center
# tuberculosis growth = growth inhibition of non-replicating M. tuberculosis (AID 488890). Mycobacterium tuberculosis non-replicating, growth inhibition; higher % means a stronger effect. inhibition, % at 25 µM; hits with a dose series show IC50 in µM. 320,000 compounds, 0.39% hits; in the data active = a potency from the dose series; inconclusive = inhibition mostly from about 82% at the one dose, without a potency; inactive = the rest, 99 in 100 with inhibition below about 76%;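 also: plate controls were DMSO cells for no effect and high antibiotic wells for full effect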
# H1N1 NS1A inhibition = H1N1 influenza NS1A inhibitors, functional cell based assay (AID 504329). one-dose inhibition, % at 12.5 µM; IC50 in µM for titrated hits. 340,000 compounds, 0.3% hits. NS1A functional cell-based assay, percent inhibition; higher % means a stronger effect; in the data active = a potency from the dose series; inconclusive = inhibition above about 27% without an active follow-up result; also: strong numbers were not always called active
# VEEV TC-83 Vero = inhibitors of VEEV TC-83 cytopathic effect, confirmation, Vero cells (AID 588727). Vero cells, VEEV TC-83 cytopathic effect inhibition; higher % means a stronger effect. inhibition, % at 20 µM, or IC50 in µM where a hit was titrated. 350,000 compounds, 0.13% hits; in the data active = a potency from the dose series; inconclusive = inhibition mostly from about 14% at the one dose, without a potency; inactive = the rest, 99 in 100 with inhibition below about 12%; also: strong numbers were not always called active
# H37Rv inhibition = M. tuberculosis growth inhibition, HTS (AID 449762); M. tuberculosis H37Rv growth inhibition, 7H9 media; higher % means a stronger effect; 330,000 compounds, 0.59% hits; inhibition, % at 25 µM, or IC50 in µM where a hit was titrated; in the data active = a potency from the dose series; inconclusive = inhibition above about 70% without an active follow-up result;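 also: bacterial growth assessed after seven days of incubation; strong numbers were not always called active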
# PhoP GFP inhibition = Inhibition of PhoP regulon, Salmonella typhi GFP reporter cells, confirmation, 4 h (AID 1850). Salmonella Typhi PhoP-promoter GFP reporter, fluorescence, 4 h; higher % means a stronger effect. 310,000 compounds, 0.33% hits. inhibition, % at 50 µM, or IC50 in µM where a hit was titrated; in the data active = a potency from the dose series; inconclusive = inhibition mostly from about 25% at the one dose, without a potency; inactive = the rest, 99 in 100 with inhibition below about 19%;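 also: 0% = induced wells with vehicle and 100% = uninduced wells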
# VEEV TC-83 Vero 10K pilot screen = also measured in VEEV TC-83 Vero; calls as there; inhibition, %; measured here: 10K pilot screen inhibition
# Active calls of the source: *; i = inactive; ? = inconclusive; . = not tested or not shown.
SMILES,tuberculosis growth,H1N1 NS1A inhibition,VEEV TC-83 Vero,H37Rv inhibition,PhoP GFP inhibition,others
C[C@H]1CC[C@@H]2N(C1)C[C@H]1[C@@H]3C[C@H]4[C@@H](CC(=O)[C@H]5C[C@@H](O)CC[C@@]54C)[C@@H]3CC[C@H]1[C@]2(C)O,-6%,-22%,0.6%,6%,2%,
Cc1nn(CC(=O)OCC(=O)c2ccccc2)c(C)c1[N+](=O)[O-],2%,5%,i,9%,.,
CC(C)[C@H](NC(=O)N1CCn2c1nc1ccccc12)C(=O)NC1CCCCC1,47%,9%,i,11%,-19%,
CCCCNC(=O)Cc1ccc(C)cc1,5.5µM*,3%,0.2%,-4%,-6%,
COc1cc(Cl)ccc1OCc1cc(C(=O)N(C)Cc2cccc3cnccc23)no1,53%,-2%,6.4%,2%,5%,
O=C(NC1CCCC1)C(c1ccc(F)cc1)N(Cc1ccc(Cl)cc1)C(=O)CCl (stereo not drawn),68%,-4%,?,7%,5%,
CCCN(CCC)C(=O)NC1CC(=O)N(c2ccc(OC)cc2)C1 (stereo not drawn),-11%,-5%,i,-3%,-13%,
O=C(Cc1ccc(-n2c(=O)c3ccccc3n(Cc3ccc(F)cc3)c2=O)cc1)NCC1CCCO1 (stereo not drawn),-5%,-4%,2.0%,-1%,-3%,VEEV TC-83 Vero 10K pilot screen=1.3
O=C(/C=C/c1ccccc1)Nc1cc(S(=O)(=O)N2CCOCC2)ccc1N1CCOCC1,.,-5%,11%,.,.,
CN(C)S(=O)(=O)N1CCN(CC(O)COc2ccc(C(=O)c3ccccc3)cc2)CC1 (stereo not drawn),46%,-5%,0.9%,8%,-9%,
Cc1ccc2c(c1)C1CN(C)CCC1N2S(=O)(=O)c1ccc(C#N)cc1 (stereo not drawn),1%,-7%,i,-3%,.,
COc1ccc(S(=O)(=O)N(C)C[C@H]2Oc3ccc(NC(=O)NC4CCCCC4)cc3C(=O)N([C@H](C)CO)C[C@@H]2C)cc1,55%,1%,0.1%,-2%,.,VEEV TC-83 Vero 10K pilot screen=1.4
Cc1ccc(-c2cccc(C(=O)NCCc3ccccc3)n2)c2ccccc12,11%,3%,1.0%,17%,1%,
O=C(COC(=O)c1cccc(S(=O)(=O)N2CCCC2)c1)Nc1ccccc1,-3%,7%,1.8%,-5%,5%,
Cn1c(=O)c([N+](=O)[O-])c(NCc2ccccc2)c2ccccc21,2%,1%,2.4%,7%,-22%,
N/C(=N\OC(=O)c1cc(Cl)ccc1Cl)c1cccnc1,9%,1%,i,-2%,-7%,
COCCNC(=O)CSc1nc2cc3c(cc2c(=O)n1CCCC(=O)NCCc1ccc(OC)c(OC)c1)OCO3,-3%,3%,0.6%,1%,-17%,
CC(C)C(c1nnnn1CCc1ccccc1)N1CCOCC1 (stereo not drawn),-3%,0%,0.4%,-6%,1%,VEEV TC-83 Vero 10K pilot screen=1.1
CN1CCN(Cc2nc3ccccc3n2C)CC1CCO (stereo not drawn),20%,22%,i,8%,-4%,
Cc1ccc(N2C(=O)CC(Sc3ncccn3)C2=O)cc1C (stereo not drawn),?,20%,2.2%,-5%,4%,
C=CCn1c(C)nnc1SCC(=O)NC1CC1,14%,-9%,1.4%,1%,11%,
CCN(CC1COc2ccccc2O1)C(=S)Nc1ccc(F)cc1 (stereo not drawn),17%,-10%,0.3%,7%,-1%,VEEV TC-83 Vero 10K pilot screen=1.4
S=c1[nH]ncc2ccccc12,1%,-2%,0.7%,-1%,2%,
CCCn1nnc(NC(=O)c2cc(Br)ccc2OC)n1,8%,-12%,0.2%,6%,9%,
O=C(CNC(=O)c1ccc2c(c1)OCO2)N/N=C/c1cc(Br)ccc1O,5%,4%,6.4%,-2%,12%,
CC(C)(C)c1ccc(C(=O)Nc2nonc2-c2nc3ccccc3[nH]2)cc1,0%,-3%,1.1%,-4%,5%,
CC(OC(=O)c1ccc2ncsc2c1)C(=O)N(C)C1CCCCC1 (stereo not drawn),23%,-5%,9.6%,-3%,.,
C=CCNc1nc(=S)[nH]c2cc(OC)c(OC)cc12,17%,-10%,0.6%,4%,-8%,
O=C(N/N=C/c1ccc([N+](=O)[O-])cc1)c1cc2ccccc2o1,.,-16%,i,-2%,2%,
NC(=O)CC(NC(=O)c1ccc(Br)cc1)c1ccc(NC2CCCCCC2)c([N+](=O)[O-])c1 (stereo not drawn),.,-2%,i,55%,-8%,VEEV TC-83 Vero 10K pilot screen=0.0
CS(=O)(=O)N(Cc1ccc(Cl)cc1)c1ccc(C(=O)NCCC2=CCCCC2)cc1,50%,-1%,0.5%,0%,-8%,
COC(CNC(=O)C1CCC(CNS(=O)(=O)c2c(C)cc(C)cc2C)CC1)OC (stereo not drawn),-12%,-3%,i,-2%,3%,
CC(Cc1cccs1)NC(=S)Nc1ccc(Cl)cc1 (stereo not drawn),?,0%,0.5%,14%,-2%,VEEV TC-83 Vero 10K pilot screen=0.5
COc1ccc(-c2cc(C(F)(F)F)nc(-n3ccnc3C)n2)cc1,.,14%,0.5%,61%,-7%,
CCC(=O)/C=C1\Sc2ccc(OC)cc2N1CCO,-3%,7%,7.5%,-5%,-13%,
Cc1ccc(NC(=O)c2ccccc2N2C(=O)C3C4C=CC(C5CC45)C3C2=O)cc1C (stereo not drawn),23%,12%,7.6%,-2%,-5%,
C/C(CC(=O)NC1CCCCC1)=N\NC(=O)c1ccc(Br)cc1,3%,8%,0.5%,0%,-5%,
COc1cc(C#N)ccc1OC(=O)Cc1cc(OC)c(OC)c(OC)c1,-4%,7%,1.0%,3%,16%,
Cc1ccc(NC(=O)C2C3CCC(O3)C2C(=O)O)cc1Cl (stereo not drawn),30%,-22%,1.2%,54%,1%,
CNC(=O)NC(=O)COC(=O)CCc1nc(=O)c2ccccc2n1C,0%,-4%,1.0%,2%,6%,VEEV TC-83 Vero 10K pilot screen=0.5
CSc1ccc(CCNC(=O)C2CCN(c3nnc(-n4cccc4)s3)CC2)cc1,.,-3%,1.8%,9%,.,
CCC(C(=O)N1CCOCC1)n1c2ccccc2c2nc(=O)cc(C)n21 (stereo not drawn),1%,-1%,3.6%,-5%,4%,
COC(=O)C1CCN(C(=O)c2ccccc2Oc2ccccc2)CC1,3%,-5%,0.1%,-8%,-1%,
CC1CN(C(=O)Cn2c(=O)oc3ccccc32)CC(C)O1 (stereo not drawn),-14%,-2%,i,8%,9%,
COc1ccc(NC(=S)NN(C)C(=S)Nc2ccc(OC)cc2)cc1,34%,0%,0.7%,32%,2%,
Cc1cccc(OCC(=O)NCc2cc(C)nc3ccccc23)c1,34%,-4%,i,-5%,-5%,
C=CCSC1=N/C(=C\c2ccc3c(c2)OCO3)C(=O)S1,?,0%,8.5%,3%,4%,
CCC/C(C#Cc1ccsc1)=C1/c2ccccc2C(=O)N1c1ccccc1,35%,-11%,2.8%,11%,.,
O=S(=O)(O)c1ccc(O)c2cc(Nc3ccccc3)ccc12,.,12%,6.1%,.,.,
CN(CC(=O)NCc1ccc2c(c1)OCO2)S(=O)(=O)c1ccc(Cl)cc1,31%,-9%,i,8%,.,
O=C(NCCc1ccccc1)c1cc2ncc(Br)cn2n1,5%,0%,0.7%,-1%,1%,
CCN1C(=O)CC(N2CCC(C(=O)N3CCCCCC3)CC2)C1=O (stereo not drawn),77%,2%,11%,-11%,21%,
O=C(O)CSc1nnc(-c2cccc(S(=O)(=O)N3CCCCC3)c2)o1,-8%,0%,i,3%,-10%,
Cc1cc(C)c(NC(=O)c2ccc(S(=O)(=O)N3CCOCC3)cc2)c(C)c1,.,-33%,1.3%,-7%,-21%,
O=C(c1cc(Cl)nc2ccccc12)N1CCc2ccccc2C1,6%,-6%,2.8%,0%,-4%,
Cc1cccc(C)c1NC(=O)CN1C(=O)S/C(=C\c2cccn2C)C1=O,4%,1%,i,-3%,-18%,
Cc1ccc(NC(=O)CN(C)c2ccc(S(=O)(=O)N3CCN(C)CC3)cn2)cc1,-9%,10%,0.9%,-12%,-2%,
c1ccc2nc(N3CCCC3)c(N3CCCC3)nc2c1,33%,-17%,i,23%,0%,
COc1ccc(CNC(=O)Cn2cnc3c(OCc4ccccc4)ncnc32)cc1,7%,-4%,1.9%,-9%,.,
CC(C)CNC(=O)/C=C/C=C/c1ccc2c(c1)OCO2,25%,-1%,0.9%,-3%,.,

# Later entries:
SMILES,tuberculosis growth,H1N1 NS1A inhibition,VEEV TC-83 Vero,H37Rv inhibition,PhoP GFP inhibition,others
Cn1c(=O)[nH]c(Nc2ccccc2)c([N+](=O)[O-])c1=O,1%,-7%,3.1%,1%,-9%,
CN(C)C(=O)c1ccc(OCC(F)(F)F)nc1,-7%,-1%,0.5%,-6%,15%,
CC(C)c1cccc(C(C)C)c1NC(=O)COc1nncc2ccccc12,19%,7%,i,7%,-3%,
Cc1nc(OCc2ccccc2)c2sc3nc4c(cc3c2n1)COC(C)(C)C4,.,-5%,3.9%,.,-3%,
COCCCNC(=O)CC(NCCCOC)C(=O)O (stereo not drawn),-15%,11%,0.4%,1%,-4%,
O=C(COc1ccc([N+](=O)[O-])cc1)NC(C(=O)O)C(O)c1cccc([N+](=O)[O-])c1 (stereo not drawn),8%,-17%,1.2%,-2%,-6%,
O=C(c1cc2cc(Cl)ccc2[nH]1)N1CCN(C(=O)c2ccco2)CC1,11%,8%,3.4%,5%,15%,
COc1ccc(C2=CC(=O)C[C@H](c3ccc(Cl)cc3)C2)cn1,31%,-19%,0.5%,16%,.,
NC(=O)c1nsc(C(=O)N(CC(=O)NC2CCCC2)c2ccc(F)c(Cl)c2)c1N,14%,-1%,3.9%,1%,-3%,
Cc1ccc(CN2CCCN(Cc3cc(C)ccc3C)S2(=O)=O)cc1,3%,-4%,i,5%,2%,
CCOC(=O)C1CCN(c2c(C(=O)c3ccccc3)cnc3ccc(Cl)cc23)CC1,7%,2%,7.9%,-3%,-7%,
Cc1cc(NC(=O)C2CCCN(S(=O)(=O)c3cnc[nH]3)C2)ccc1Br (stereo not drawn),.,-1%,2.3%,-2%,16%,
CCOC(=O)COc1ccccc1/C=C\[N+](=O)[O-],?,0%,?,?,18%,
COc1ccc(-c2[nH]ncc2CN2CCCN(c3ccccc3)CC2)c(F)c1,15%,11%,i,-5%,-2%,
CCCNC(=O)Cn1c2ccccc2c2nc(=O)cc(C)n21,-15%,0%,i,-10%,0%,VEEV TC-83 Vero 10K pilot screen=0.1

# Grouped by structure, those above containing a Cl atom.
SMILES,tuberculosis growth,H1N1 NS1A inhibition,VEEV TC-83 Vero,H37Rv inhibition,PhoP GFP inhibition,others
COc1cc(Cl)ccc1OCc1cc(C(=O)N(C)Cc2cccc3cnccc23)no1,53%,-2%,6.4%,2%,5%,
O=C(NC1CCCC1)C(c1ccc(F)cc1)N(Cc1ccc(Cl)cc1)C(=O)CCl (stereo not drawn),68%,-4%,?,7%,5%,
N/C(=N\OC(=O)c1cc(Cl)ccc1Cl)c1cccnc1,9%,1%,i,-2%,-7%,
CS(=O)(=O)N(Cc1ccc(Cl)cc1)c1ccc(C(=O)NCCC2=CCCCC2)cc1,50%,-1%,0.5%,0%,-8%,
CC(Cc1cccs1)NC(=S)Nc1ccc(Cl)cc1 (stereo not drawn),?,0%,0.5%,14%,-2%,VEEV TC-83 Vero 10K pilot screen=0.5
Cc1ccc(NC(=O)C2C3CCC(O3)C2C(=O)O)cc1Cl (stereo not drawn),30%,-22%,1.2%,54%,1%,
CN(CC(=O)NCc1ccc2c(c1)OCO2)S(=O)(=O)c1ccc(Cl)cc1,31%,-9%,i,8%,.,
O=C(c1cc(Cl)nc2ccccc12)N1CCc2ccccc2C1,6%,-6%,2.8%,0%,-4%,
O=C(c1cc2cc(Cl)ccc2[nH]1)N1CCN(C(=O)c2ccco2)CC1,11%,8%,3.4%,5%,15%,
COc1ccc(C2=CC(=O)C[C@H](c3ccc(Cl)cc3)C2)cn1,31%,-19%,0.5%,16%,.,
NC(=O)c1nsc(C(=O)N(CC(=O)NC2CCCC2)c2ccc(F)c(Cl)c2)c1N,14%,-1%,3.9%,1%,-3%,
CCOC(=O)C1CCN(c2c(C(=O)c3ccccc3)cnc3ccc(Cl)cc23)CC1,7%,2%,7.9%,-3%,-7%,
